High-throughput results deposited in PubChem BioAssay by National Center for Advancing Translational Sciences (NCATS).
MCF10A rerep: A quantitative high throughput screen for small molecules that induce DNA re-replication in MCF 10a normal breast cells | AID 624296, 2012 | 350,000 tested, 2.9% active | Potency, µM (highest dose often 46.1 µM), inactives show at the highest dose activity, positive = re-replication, usual class: activators | MCF 10A DNA re-replication, Hoechst nuclear intensity, 48 h; further: potency means the concentration at half of the fitted maximal effect; % of control where 0% means no effect; nearly all actives have a fitted effect of over 50% in size
IL1B secr inh: qHTS for Inhibitors of Inflammasome Signaling: IL-1-beta AlphaLISA Primary Screen; THP-1 LPS/ATP IL-1B secretion, AlphaLISA, 16 h; stronger effect = lower value; 360,000 tested, 4.7% active; activity change, % at 57.5 µM; AID 743279, 2014; in the data active means activity change below about -50%; inconclusive means mostly about -30% to -49%; further: on the % scale 0 is the no-effect control and ±100 the full control effect
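THP-1 cells pretreated 1 hr with compounds (up to 57.5 uM final), then stimulated with LPS (250 ng/mL final) plus ATP (1.25 mM final); secreted IL-1B measured by AlphaLISA after 16 hr, decreased signal indicating inhibition.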
HepG2 viability: qHTS for Inhibitors of TGF-b: Cytotox Counterscreen. HepG2 CAGA-GFP viability, ATP luminescence, 18 h. Potency, µM (highest dose often 46.1 µM), for the others: at the highest dose activity change, negative = cytotoxicity, actives largely listed as cytotoxic. 410,000 tested, 0.76% active. AID 588856, 2011; further: potency means the concentration at half of the fitted maximal effect; some results filed as inactive show a strong effect at the top dose
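CellTiter-Glo luminescence gave cytotoxicity after 18 hours at 37 degrees C. The cells were HepG2 CAGA-GFP in 1% FBS DMEM, stimulated with 500 pg/mL TGF-beta after compound addition. %Activity was normalised to no-cell wells (complete cell-killing) and DMSO (no toxicity), and curves were fitted and classified.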
Nrf2 activator: qHTS of Nrf2 Activators. AREc32 ARE-luciferase reporter (MCF7-derived line), luminescence, 24 h. Potency, µM (titrated, usually from 46.1 µM), for the others: at the highest dose activation, hits mostly activators. 410,000 tested, 0.31% active. AID 624171, 2012; further: potency means the concentration at half of the fitted maximal effect; % of control where 0% means no effect; nearly all actives have a fitted effect of over 65% in size
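Quantitative high-throughput format: AREc32 reporter cells, 1000 per well, received compound by pin transfer and were incubated 24 hr at 37 deg C, 5% CO2, before Steady-Glo luminescence detection.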
TGFb inhibitor: qHTS for Inhibitors of TGF-b. HepG2 CAGA-GFP TGF-b/SMAD3 reporter, GFP fluorescence, 18 h; TGF-beta stimulated, 500 pg/mL final. Potency, µM (titrated, usually from 46.1 µM), without a hit: top-dose activity, negative = inhibition, most hits filed as inhibitors. 410,000 tested, 1.2% active; further: potency means the concentration at half of the fitted maximal effect; on the % scale 0 is the no-effect control and ±100 the full control effect; nearly all actives have a fitted effect of over 65% in size
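Using HEPG2 CAGA-GFP reporter cells at 1000 cells/well, we pinned test compounds, stimulated with recombinant TGF-beta (500 pg/mL final) and measured total well GFP after 18 h.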
A549 tox: Nrf2 qHTS screen for inhibitors: counterscreen for cytotoxicity; 390,000 tested, 0.16% active; A549 ARE-Fluc cells, CellTiter-Fluor viability, 18-24 h; Potency, µM (series often up to 46 µM), without a hit: at the top dose activity change, negative = cytotoxicity, hits mostly inhibitors; further: potency means the concentration at half of the fitted maximal effect; on the % scale 0 is the no-effect control and ±100 the full control effect
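A549 ARE-Fluc cells in 5% FBS OPTI-MEM, 5000 cells/well, rested 2 h then exposed to compounds in concentration-response for 18-24 h at 37 °C. Viability by CellTiter-Fluor fluorescence (Ex 405/Em 525) after 30 min; luciferase luminescence (BugLite, 15 min, RT) read afterwards.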
S2 tox: Viability Counterscreen for Primary qHTS for Inhibitors of ATXN expression; AID 651635, 2014; Potency, µM (titrated, usually from 56.7 µM), most hits filed as cytotoxic; 400,000 tested, 0.49% active; S2 cells (HEK-293 line with an ATXN2-luciferase reporter) viability, CellTiter-Fluor protease fluorescence, 24 h; further: potency means the concentration at half of the fitted maximal effect; nearly all actives have a fitted effect of over 40% in size
ATXN2 expr inh: Primary qHTS for Inhibitors of ATXN expression | Potency, µM (top dose mostly 57 µM), for the others: top-dose activity change, negative = inhibition, actives largely listed as inhibitors | 360,000 tested, 0.72% active | HEK-293 ATXN2-luciferase reporter, luminescence, 24 h; further: potency means the concentration at half of the fitted maximal effect; on the % scale 0 is the no-effect control and ±100 the full control effect; nearly all actives have a fitted effect of over 55% in size
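ATXN2-luciferase reporter cells (luciferase flanked by upstream and downstream ATXN2 gene portions) were treated 24 h at 37 °C with compounds at up to 57 uM. SteadyGlo luminescence gave expression; GF-AFC fluorescence gave viability.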
Nrf2 block: Nrf2 qHTS screen for inhibitors. A549 ARE-Fluc reporter, luciferase luminescence, 18-24 h. Potency, µM (highest dose often 46 µM), inactives show at the highest dose activity change, negative = inhibition, actives largely listed as inhibitors. 360,000 tested, 2.1% active. AID 504444, 2011; further: potency means the concentration at half of the fitted maximal effect; on the % scale 0 is the no-effect control and ±100 the full control effect; nearly all actives have a fitted effect of over 60% in size
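Quantitative HTS in A549 cells stably bearing an antioxidant response element-firefly luciferase construct. Inhibition of Nrf2-driven transcription was scored by luminescence after 18-24 h of compound exposure at 37 °C.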
* marks the source's active call; other numbers are inactive results; i = inactive; ? = inconclusive; . = not tested or not shown; [ ] = remark or other dose. Unless noted, the call rests on the fitted dose curve; in most records, active means well fitted curve in the direction sought with a large enough effect; inconclusive means small, poorly fitted or top-dose-only effect, or another doubt; inactive means no such curve, though single readings can be large; an effect the other way counts as inactive or inconclusive. Compounds were not picked by outcome (roughly 8.8% active in at least one column).

SMILES	MCF10A rerep	IL1B secr inh	HepG2 viability	Nrf2 activator	TGFb inhibitor	A549 tox	S2 tox	ATXN2 expr inh	Nrf2 block
Nc1cc(=O)nc(SCC(=O)N(C2CCCCC2)C2CCCCC2)n1-c1ccccc1	-2%	-5	-6%	-0.8%	-10%	8%	i	2%	.
CCN(CC)S(=O)(=O)c1ccc(Cl)c(C(=O)Nc2nncs2)c1	10%	23	-6%	0.1%	9%	0%	i	3%	.
O=C(Cn1ncc2c([nH]c3ccccc32)c1=O)N1CCN(c2ccccn2)CC1	6%	34	5%	0.0%	0%	0%	i	6%	-5%
O=C(Nc1ncc(Cc2cccc(Cl)c2)s1)C1CCCO1 (stereo not given)	22%	-21	-2%	4.3%	-3%	-1%	i	48%[activator]	?
CCCCCOc1c(Cl)cc(C(=O)N(Cc2ccc(C)o2)C2CCS(=O)(=O)C2)cc1Cl (stereo not given)	.	.	-55%	9.3%	18µM*	3%	?	?	9%
CCOC(=O)C1CCCN(C(=O)c2cc(F)ccc2C)CC1 (stereo not given)	.	3	3%	0.1%[9.22 µM]	5%	.	i	-3%	.
Cc1nc2c3cc(F)ccc3n(Cc3ccccc3)c2s1	19%	110	-4%	0.0%	-10%	-15%	i	0%	3%
CN(Cc1ccccc1)C(=O)c1ncn(C)c1C(=O)N(C)Cc1ccccc1	12%	16	-1%	4.2%	?	-2%	i	10%	-4%
CC(C)[C@H](NC(=O)c1ccc(C(C)(C)C)cc1)C(=O)Nc1nnc(C2CC2)s1	4%	-3	-24%	4.8%	?	-14%	i	6%	?
COc1cc(/C=N/NC(=O)CC23CC4CC(CC(C4)C2)C3)cc(Br)c1OCC(=O)N(C)C	18µM*	-25	-11%	0.5%	?	-1%	i	-3%	?
Cc1cc(C)c2nc(Nc3nc(CSc4nc5ccccc5[nH]4)cc(=O)[nH]3)nc(C)c2c1	2%	-11	-21%	2.5%	-5%	-2%	i	-30%	-21%
C=CCNC(=O)NC(=O)CN1C(=O)NC(c2ccccc2)(c2ccccc2)C1=O	1%	13	1%	0.2%	-13%	-2%	i	-2%	-6%
O=c1c(O)c(-c2cccs2)oc2ccc(Cl)cc12	?	-2	-1%	19%	37%	?	.	-16%	15%
CC(C)NC(=O)Cn1cc(C(=O)C(=O)N2CCOCC2)c2ccccc21	-6%	i	-1%	-0.8%	5%	-4%	?	-2%	4%
O=C(CS(=O)(=O)c1cn(CC(=O)N2CCOCC2)c2ccccc12)NCc1ccc(F)cc1	0%	1	-1%	0.2%	2%	-1%	i	5%	11%
CCOC(=O)N1CCc2c(sc3c2c(=O)n(CCc2ccccc2)c(=O)n3Cc2ccc(F)cc2)C1	.	.	-13%	-0.5%	-11%	6%	.	.	-13%
Cc1c(Cl)c([N+](=O)[O-])nn1CC(=O)NC12CC3CC(CC(C3)C1)C2	3%	-3	1%	-0.1%	6%	-11%	i	-3%	-9%
CCN1C[C@@H]2[C@@H]3C(=O)N(Cc4ccccc4)C(=O)[C@@H]3[C@](CC)(C1=O)N2C(=O)c1ccc(C(F)(F)F)cc1	9%	14	13%	-0.8%	1%	-3%	?	8%	9%
CCCN1CCN(C(=S)Nc2ccc([N+](=O)[O-])cc2)CC1	18%	17	-3%	4.1%	0%	-2%	i	-9%	-2%
NS(=O)(=O)c1ccc(NC(=O)COC(=O)COc2ccccc2)cc1	-4%	10	-7%	-0.5%	-7%	0%	i	.	16%
O=C(C/C=N/OCc1ccc(F)cc1Cl)c1cnc(-c2ccccc2)s1	16%	-1	0%	13%	37%[activator]	?	i	12%	.
COc1ccc(CN2C(=NC(=O)C3CCCCC3)SC3CS(=O)(=O)CC32)cc1 (stereo not given)	4%	10	-7%	0.0%	1%	1%	i	16%	-11%
COc1cc(/C=C2/SC(=O)NC2=O)ccc1OC(=O)c1ccco1	?	-22	-4%	2.4%	7%	-14%	?	-6%	2%
CCN1C(=NCCCOC(C)C)N[C@@H](CCc2ccccc2)[C@H](C(=O)NCCCOC(C)C)[C@H]1C	?	-58*	-29%	-0.3%	?	-13%	?	?	?
COc1cc(/C=N/NC(=O)c2ccncc2)ccc1OCC(=O)Nc1ccc(C)c(C)c1	?	17	-2%	2.7%	8%	-7%	i	27%	2%

Seven entries picked at random from those above, as already listed:
SMILES	MCF10A rerep	IL1B secr inh	HepG2 viability	Nrf2 activator	TGFb inhibitor	A549 tox	S2 tox	ATXN2 expr inh	Nrf2 block
CCOC(=O)C1CCCN(C(=O)c2cc(F)ccc2C)CC1 (stereo not given)	.	3	3%	0.1%[9.22 µM]	5%	.	i	-3%	.
O=C(C/C=N/OCc1ccc(F)cc1Cl)c1cnc(-c2ccccc2)s1	16%	-1	0%	13%	37%[activator]	?	i	12%	.
CCCN1CCN(C(=S)Nc2ccc([N+](=O)[O-])cc2)CC1	18%	17	-3%	4.1%	0%	-2%	i	-9%	-2%
Cc1cc(C)c2nc(Nc3nc(CSc4nc5ccccc5[nH]4)cc(=O)[nH]3)nc(C)c2c1	2%	-11	-21%	2.5%	-5%	-2%	i	-30%	-21%
CCN1C[C@@H]2[C@@H]3C(=O)N(Cc4ccccc4)C(=O)[C@@H]3[C@](CC)(C1=O)N2C(=O)c1ccc(C(F)(F)F)cc1	9%	14	13%	-0.8%	1%	-3%	?	8%	9%
CCCCCOc1c(Cl)cc(C(=O)N(Cc2ccc(C)o2)C2CCS(=O)(=O)C2)cc1Cl (stereo not given)	.	.	-55%	9.3%	18µM*	3%	?	?	9%
COc1cc(/C=N/NC(=O)CC23CC4CC(CC(C4)C2)C3)cc(Br)c1OCC(=O)N(C)C	18µM*	-25	-11%	0.5%	?	-1%	i	-3%	?

Later entries
SMILES	MCF10A rerep	IL1B secr inh	HepG2 viability	Nrf2 activator	TGFb inhibitor	A549 tox	S2 tox	ATXN2 expr inh	Nrf2 block
Cc1cc(C)c(NC(=O)c2sc3nc4c(cc3c2N)C(=O)CC(C)(C)C4)c(C)c1	?	-23	-14%	0.0%	-25%	24%	i	.	?
O=C(Nn1c(=O)[nH]c2ccsc2c1=O)c1ccccc1	0%	17	-10%	0.0%	26%	-15%	i	-9%	4%
COc1ccc(C(=O)NCCCCCCNC(=O)c2ccc(OC)cc2)cc1	-4%	7	-2%	0.8%	-1%	-7%	i	1%	-18%
C=CCNc1ncnc2c1[nH]c1ccc(Cl)cc12	20%	-122*	2%	18%	?	?	i	-18%	8.2µM*
Cc1ccc(CN2CCN(C(=O)CCN3C(=O)c4ccccc4C3=O)CC2)cc1	-2%	7	-8%	2.3%	-6%	-4%	i	7%	-7%
COc1cc(C(=O)NC2CC(C)CC(C)(C)C2)cc(OC)c1OC (stereo not given)	.	-18	-22%	0.0%	?	.	i	.	.
Fc1ccc(COc2cccc3cccnc23)cc1	12%	11	-16%	7.3%	9%	0%	i	55%[activator]	?
Cc1ccc(-c2nn(-c3ccccc3)cc2C(=O)N2CCN(C3CCS(=O)(=O)C3)CC2)cc1 (stereo not given)	7%	-9	-6%	1.8%	-5%	0%	i	2%	10%
NNC(=O)c1cc2c(N3CCC(Cc4ccccc4)CC3)ncnc2s1	21%	32	-20%	0.2%	?	-12%	.	-37%	26µM*
COCCN1C(=O)C(CC(=O)Nc2ccc(C(=O)O)cc2)SC1=Nc1ccccc1 (stereo not given)	-9%	24	-3%	-0.1%	-30%	3%	?	-12%	5%
CC(C)=CCN1CCN(Cc2cnc(N3CCCC3)s2)CC1CCO (stereo not given)	1%	14	-3%	-0.6%	-5%	?	?	-1%	16%
CCNC(=O)C1(C)CCN(Cc2ccc(C#N)cc2)C1 (stereo not given)	.	49	-34%	0.3%	2%	.	i	8%	.
Cc1ccc(C(=O)N[C@H](C(=O)N2CCN(c3ncccn3)CC2)C(C)C)cc1	.	-11	0%	-1.3%	-5%	.	i	.	.
COc1ccc(-n2c(O)c(/C=N/Nc3nc(C)cc(C)n3)c3ccccc3c2=O)cc1OC	15%	67	-14%	-0.7%	?	-1%	i	?	?
CCOC(=O)[C@H]1[C@H]2COc3ccc(Cl)cc3[C@@H]2N2C(=O)c3ccc(Cl)cc3NC(=O)[C@@]12C	-6%	-7	-38%	0.5%	14%	-6%	i	-9%	-20%
C(=N\N1CCOCC1)/c1ccsc1	-2%	-6	-1%	0.6%	-1%	1%	i	.	4%
COc1ccc(C(=O)COC(=O)c2ccc3c(c2)OCO3)c(OC)c1	5%	-24	-6%	0.3%	4%	-4%	?	17%	6%
O=C(CN1C(=O)S/C(=C/c2ccccn2)C1=O)N1CCOCC1	4%	5	-24%	3.3%	-1%	-4%	i	.	-20%
Cc1cc(Cl)ccc1OCC(=O)NN1C(=O)C2C3C=CC(C3)C2C1=O (stereo not given)	19%	-14	1%	-0.5%	4%	1%	i	6%	7%
CC(=O)Nc1ccc(NC(=O)COC(=O)Cc2c[nH]c3ccccc23)cc1	2%	49	-2%	4.2%	-11%	-6%	i	10%	6%
CCc1ccc(-n2cc(-c3ccc([N+](=O)[O-])cc3)[nH]c2=S)cc1	4%	-26	-6%	1.9%	-10%	?	i	4%	-4%
COc1ccc(S(=O)(=O)Nc2cccc(Cl)c2)cc1OC	0%	-14	-7%	-0.3%	0%	-5%	.	.	-12%
CCOc1ccc2[nH]c(=O)c(CN(CCO)C(=O)c3ccc(Br)cc3)cc2c1	1%	-7	-15%	2.5%	-10%	-1%	i	-5%	-26%
